# Screening data deposited in PubChem by National Center for Advancing Translational Sciences (NCATS).
# GLS inhibitor – inhibitors of human glutaminase (GLS). O94925. GLS enzymatic activity, qHTS titration. Potency, µM (top dose mostly 45.5 µM), inactives show at the highest dose activity change, negative = inhibition, hits mostly inhibitors. 0.21% of 410,000 active. AID 624170; further: potency means the concentration at half of the fitted maximal effect; on the % scale 0 is the no-effect control and ±100 the full control effect
# Target sequence (O94925 whole entry, looked up): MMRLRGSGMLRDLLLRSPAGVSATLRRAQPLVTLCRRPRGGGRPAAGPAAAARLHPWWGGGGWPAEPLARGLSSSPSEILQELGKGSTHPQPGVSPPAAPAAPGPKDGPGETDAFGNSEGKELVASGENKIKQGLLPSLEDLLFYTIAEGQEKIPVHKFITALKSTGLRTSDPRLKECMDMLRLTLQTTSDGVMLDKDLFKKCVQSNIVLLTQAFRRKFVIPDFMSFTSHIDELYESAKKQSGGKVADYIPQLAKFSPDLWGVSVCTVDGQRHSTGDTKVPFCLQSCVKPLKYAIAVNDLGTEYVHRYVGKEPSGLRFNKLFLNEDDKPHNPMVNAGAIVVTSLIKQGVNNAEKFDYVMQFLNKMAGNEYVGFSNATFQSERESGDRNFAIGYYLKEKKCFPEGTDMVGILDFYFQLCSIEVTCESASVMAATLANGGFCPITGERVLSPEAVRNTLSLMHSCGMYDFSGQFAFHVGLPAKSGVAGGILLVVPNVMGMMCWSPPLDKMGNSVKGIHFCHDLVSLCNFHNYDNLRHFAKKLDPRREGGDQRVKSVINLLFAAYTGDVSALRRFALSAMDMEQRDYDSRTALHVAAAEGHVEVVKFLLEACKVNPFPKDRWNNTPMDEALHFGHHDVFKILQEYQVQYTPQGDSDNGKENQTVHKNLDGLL
#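 Read-out is an Amplex red fluorescence increase coupled through glutamate oxidase and HRP, measured before and after 30 min room-temperature incubation. hKGA is in 45 mM KH2PO4 (pH 8.2) with 0.02% Tween-20; glutamine added as 1mM solution.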
# ERG-DNA inh – blocks human ERG Ets domain binding to DNA; fluorescence polarization, His-ERG Ets domain / labelled DNA; Potency, µM (doses to about 76.9 µM), for the others: top-dose FP activity, negative = inhibition, most hits filed as inhibitors; 0.028% of 370,000 active; active means well fitted inhibition curve with a large enough effect in the polarisation, with a control signal flat; inconclusive means small, poorly fitted or top-dose-only effect, or effect the other way, or a change in a side signal; inactive means no such curve, though single readings can be large or run the other way; the % refers to the polarisation;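 further: polarization taken with two DNA probes labelled with fluorescein and Texas red; potency means the concentration at half of the fitted maximal effect; % of control where 0% means no effect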
#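 His-tagged ERG Ets domain (1 uM in the protein solution; 300mM KCl, 50mM Tris-HCl, 1mM EDTA, 1mM DTT, pH 7.5) received compound, then a probe mix of 5 nM fluorescein-DNA and 100nM Texas-615-DNA. Fluorescence polarization was read for both dyes.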
# JMJD2A Tudor – JMJD2A Tudor domain (human) inhibition; O75164; AlphaScreen JMJD2A-Tudor / H3K4me3 peptide binding; Potency, µM (titrated, usually from 114 µM), for inactives: at the highest dose activity change, negative = inhibition, hits mostly inhibitors; 4.4% of 390,000 active; AID 504339; further: potency means the concentration at half of the fitted maximal effect; on the % scale 0 is the no-effect control and ±100 the full control effect; nearly all actives have a fitted effect of over 50% in size
# PI4K2A block – PI4K2A (human) kinase inhibition; purified PI4K2A, ADP-Glo luminescence, 1 h; stronger effect = lower value; activity change, negative = inhibition, % at 76.9 µM; AID 1346378; 0.13% of 420,000 active; in the data active means activity change below about -50%; inconclusive means mostly about -30% to -49%;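 further: -100% = wells without enzyme as full effect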
#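 ADP-Glo luminescence measured ADP generated by PI4K2A enzyme (4 ug/mL before mixing) with 1.2 mM PI substrate (pre-mix) and 300 microM ATP (pre-mix). Tris pH7.5 buffer with MgCl2, Triton X-100; 1 h reaction at ambient temperature.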
# G9a block – blocks human histone lysine methyltransferase G9a | Q96KQ7 | G9a H3K9 monomethylation, AlphaScreen, 2 h | 8.8% of 350,000 active | AID 504332 | Potency, µM (top dose mostly 102 µM), inactives show at the top dose activity, negative = inhibition, actives largely listed as inhibitors; further: potency means the concentration at half of the fitted maximal effect; on the % scale 0 is the no-effect control and ±100 the full control effect; nearly all actives have a fitted effect of over 75% in size
# Target sequence (Q96KQ7 913-1193 limits assumed): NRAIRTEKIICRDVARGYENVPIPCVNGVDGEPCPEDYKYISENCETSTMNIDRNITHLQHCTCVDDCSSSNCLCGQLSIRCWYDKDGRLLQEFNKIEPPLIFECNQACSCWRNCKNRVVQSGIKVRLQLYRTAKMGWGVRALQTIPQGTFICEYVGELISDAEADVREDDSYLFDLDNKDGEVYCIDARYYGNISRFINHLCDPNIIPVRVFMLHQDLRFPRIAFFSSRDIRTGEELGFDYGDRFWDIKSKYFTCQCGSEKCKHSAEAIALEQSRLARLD
#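 Signal arises when biotinylated H3K9 peptide, once monomethylated, bridges streptavidin donor and antibody-captured acceptor beads. Enzyme at 20 nM was preincubated 15 min with test compounds; peptide 500 nM and SAM 20 uM then reacted for 2 h.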
# Pin1 inh – blocks the human prolyl isomerase Pin1 | Q13526 | Pin1 FP peptide displacement, HiFluor488, 10 min | Potency, µM (doses to about 115 µM), for inactives: top-dose activity, negative = inhibition, usual class: inhibitors | 0.009% of 390,000 active | AID 504891; active means well fitted inhibition curve with a large enough effect in the polarisation, with a control signal flat, not every such curve was filed as active; inconclusive means small, poorly fitted or top-dose-only effect, or effect the other way, or a change in a side signal; inactive means no such curve, though single readings can be large or run the other way; the % refers to the polarisation; further: potency means the concentration at half of the fitted maximal effect; on the % scale 0 is the no-effect control and ±100 the full control effect
# Target sequence (Q13526 whole entry, looked up): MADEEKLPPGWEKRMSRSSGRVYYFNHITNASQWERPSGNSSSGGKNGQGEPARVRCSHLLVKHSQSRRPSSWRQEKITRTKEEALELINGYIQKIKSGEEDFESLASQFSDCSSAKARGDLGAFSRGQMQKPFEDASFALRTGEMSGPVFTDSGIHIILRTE
# HP1b binding inh – blocks HP1-beta chromodomain binding to methylated histone tails; P83916; AlphaScreen HP1-beta / biotin-H3K9me3 peptide binding; Potency, µM (series often up to 114 µM), without a hit: top-dose activity change, negative = inhibition, usual class: inhibitors; 0.56% of 390,000 active; further: potency means the concentration at half of the fitted maximal effect; nearly all actives have a fitted effect of over 70% in size; inactives centre near 23
#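 AlphaScreen: HP1-beta (50 nM) preformed 30 min with biotin-H3(1-18)K9me3 peptide (50 nM) in PBS pH 7.4, 0.01% Tween-20. Compound added for 30 min at RT, then streptavidin donor/nickel chelate acceptor beads (10 ug/mL) for 30 min.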
# PGK inhibitor – T. brucei PGK inhibition; PGK/GAPDH coupled, Kinase-Glo luminescence, 60 min; AID 602233; Potency, µM (top dose mostly 57.5 µM), without a hit: at the top dose activity change, negative = inhibition, actives largely listed as inhibitors; 0.043% of 380,000 active; further: potency means the concentration at half of the fitted maximal effect; on the % scale 0 is the no-effect control and ±100 the full control effect; nearly all actives have a fitted effect of over 60% in size
#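 Recombinant glycosomal PGK reaction used 1,3-bisphosphoglycerate generated in-well by GAPDH (100nM final) in 100mM TEA pH 7.6, 5mM MgCl2, 0.01% Tween-20. After 60 minutes at room temperature, ATP was read by Kinase-Glo Plus luminescence end-point.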
# BAZ2B block – inhibitors of human BAZ2B bromodomain; AlphaScreen BAZ2B-H3K14Ac peptide displacement; Potency, µM (series often up to 114 µM), for the others: top-dose activity change, negative = inhibition, usual class: inhibitors; 4.4% of 360,000 active; AID 504333; further: potency means the concentration at half of the fitted maximal effect; on the % scale 0 is the no-effect control and ±100 the full control effect; nearly all actives have a fitted effect of over 60% in size
#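 AlphaScreen displacement: compounds (up to 110uM) incubated 30 min at room temperature with a preformed 50 nM BAZ2B/50 nM biotinylated H3K14Ac peptide complex in PBS pH 7.4 with Tween-20. Donor and acceptor beads at 10 ug/mL final added, 20 min light-protected before reading.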
# * = called active by the depositor; i = inactive; ? = inconclusive; . = no result given; & = joins results of further samples; [ ] = dose if it differs, or a comment. Unless noted, the call rests on the fitted dose curve; in most records, active means well fitted curve in the direction sought with a large enough effect; inconclusive means small, poorly fitted or top-dose-only effect, or another doubt; inactive means no such curve, though single readings can be large; an effect the other way counts as inactive or inconclusive.
G9a block	Pin1 inh	ERG-DNA inh	BAZ2B block	HP1b binding inh	JMJD2A Tudor	PI4K2A block	PGK inhibitor	SMILES	GLS inhibitor
12%[59 µM]	-12%	12%	5%	48%[activator]	-9%	-2	-10%	Cc1ccc(C(=O)NCCN2CCOCC2)c(Cl)c1	2%
50%[activator][59 µM]	-1%	1%	4%	41%	-23%	-1	-3%	CCNC(=S)N/N=C/c1cccs1	23%
40µM*	-9%	-1%	-20%	-4%	-11%	-7	-5%	COC(=O)c1ccc2c(c1)NC(=O)CS2	1%
3%[12.7 µM]	-5%	-9%	6%	21%	-23%	-9	-10%	COc1ccc(C(C(C(=O)c2ccco2)N2CCOCC2)N2CCOCC2)cc1 (stereo unspecified)	-3%
.	-2%	-3%	-8%	23%	-12%	0	0%	Cn1ncc(Br)c1NC(=O)CSc1ccc(Cl)cc1	-1%
-3%[12.7 µM]	-17%	-9%	-7%	32%	-12%	-5	i	COc1ccc(NC(=O)C(CC(=O)O)Cc2ccc(C)cc2)cc1 (stereo unspecified)	-12%
?	-2%	14%	0%	25%	-15%	0	-4%	O=C(CN1CCCC1)Nc1nnc(-c2cccs2)s1	-5%
.	8%	7%	.	29%	?	0	6%	CC(C)C[C@H]1CNC(=S)N1CC1CCCN1C[C@H](CC(C)C)N1C[C@H](Cc2ccc(O)cc2)N(CC2CCCCC2)C1=S (stereo partly specified)	14%

# Limited to HP1b binding inh, ERG-DNA inh and BAZ2B block, for 2 of the compounds above:
structure | HP1b binding inh | ERG-DNA inh | BAZ2B block
Cn1ncc(Br)c1NC(=O)CSc1ccc(Cl)cc1 | 23% | -3% | -8%
COc1ccc(NC(=O)C(CC(=O)O)Cc2ccc(C)cc2)cc1 (stereo unspecified) | 32% | -9% | -7%

# (next part)
G9a block	Pin1 inh	ERG-DNA inh	BAZ2B block	HP1b binding inh	JMJD2A Tudor	PI4K2A block	PGK inhibitor	SMILES	GLS inhibitor
4%	2%	-2%	-18%	8%	-1%	1	-8%	O=C1CC(C(=O)Nc2cccc(F)c2)n2c(nc3ccccc32)N1 (stereo unspecified)	-1%
-18%	-1%	1%	7%	45%[activator]	-30%	-20	3%	COc1ccccc1OCCSc1nnc(CNC(=O)c2ccco2)n1C	2%
8%[2.33 µM]	-4%	-1%	-37%	31%	-23%	-3	8%	COCCN1CC(=O)N2C(c3cccc(C)c3)c3[nH]c4ccccc4c3C[C@H]2C1=O (stereo partly specified)	-3%
35µM*	3%	-2%	79µM*	7%	-19%	-5	1%	Cc1cc(NC(=O)CSc2sc3c(O)cc(=O)[nH]c3c2C#N)ccc1Br	12%
-24%	6%	2%	2%	42%[activator]	-5%	5	3%	CCOC(=O)N1CCC(NC(=O)c2cc(C(=O)Nc3ccc(S(=O)(=O)N4CCCCC4)cc3)ccc2CO)CC1	0%
?	1%	2%	-2%	37%	2%	1	5%	CCn1nnc2cc(C(=O)Nc3ccc(C)cc3Br)ccc21	3%
18%	19%	2%	-2%	19%	-28%	-1	-2%	COc1ccc(/C=N/NC(=O)c2cc(-c3ccccc3)nc3ccccc23)c(OC)c1	0%
-13%[59 µM]	1%	-1%	1%	68%[activator]	-5%[11.4 µM]	3	7%	O=C(CN1C(=O)NC(Cc2c[nH]c3ccccc23)C1=O)NC1CC1 (stereo unspecified)	0%
.	.	2%	.	15%	-9%	0	16%	Nc1ccn(C2OC(COP(=O)(O)O)C(O)C2O)c(=O)n1 (stereo unspecified)	1%
-50%	-11%	0%	-26%	13%	-6%	0	-11%	CCCCN(CCCC)C(=O)CCS(=O)(=O)c1ccc2c(c1)n(C)c(=O)c(=O)n2C	6%
7%[0.0925 µM]	-12%	-4%	-6%	33%	0%	-3	3%	COc1ccccc1OCC(=O)Nc1nnc(C2CCCC2)s1	-5%
7%[59 µM]	7%	-2%	.	26%	-11%	-2	-2%	CCOC(=O)c1cccc(NC(=O)c2cc3c(-c4cccc(OC)c4)nn(C)c3s2)c1	2%
-19%	-8%	0%	-6%[57.1 µM]	48%[activator]	-18%	3	1%	COCCN1C(=O)C(=O)/C(=C(/O)c2ccc(S(=O)(=O)N3CCOCC3)cc2)C1c1ccc(O)c(OC)c1 (stereo unspecified)	30%[activator]
11µM*	14%	-14%	5%	53%[activator]	-18%[57.1 µM]	2	-6%	O=C(CC1Nc2ccccc2NC1=O)NCCc1ccccc1 (stereo unspecified)	4%
.	-1%	2%	.	9%[57 µM]	-20%	-1	-5%	OC(c1ccccc1)(c1ccccc1)c1nccn1-c1ccccc1	-4%
-13%	-4%	-9%	-36%	38%	-34%	-2	0%	CSCC[C@H](NC(=O)N1CCn2c1nc1ccccc12)C(=O)NCc1ccc2c(c1)OCO2	5%
9%[59 µM]	5%&2%	15%&3%	-13%&-3%	18%&24%	-8%&-14%	1&-8	0%&0%	CCOC(=O)c1c(S(=O)(=O)NCC(=O)NCc2ccccc2Cl)c(C)n(C)c1C	0%&-4%
.	-1%	8%	0%	32%	-9%	-3	-9%	CCOC(=O)CN(C(=O)COc1nc(C)cc(C)c1C#N)c1ccc(Cl)cc1	3%
25µM*	-1%	-8%	79µM*	?	20µM*	8	-3%	O=C(c1ccc(CSc2nc3ccncc3[nH]2)cc1)N1CCCCC1	-5%
-8%	6%	-12%	9%	11%	-12%	0	-6%	COCCn1c(SCC(=O)Nc2ccc(S(=O)(=O)N3CCOCC3)cc2)nc2ccccc21	2%
-3%[12.7 µM]	8%	-7%	-4%	42%[activator]	-1%	-3	-6%	Cc1ccc(C)c(OCC(=O)NNC(=O)C2CCC2)c1	0%
15%	23%	3%	?	46%[activator]	-23%	8	3%	CC(=O)N1c2ccc(S(=O)(=O)N3CCCC(C(=O)Nc4cccc(Cl)c4)C3)cc2CC1C (stereo unspecified)	0%
?	-11%	10%	-38%	29%	-21%	4	i	O=C(O)c1cccc(NS(=O)(=O)c2ccc(Cl)c(C(=O)O)c2)c1	4%
2%[59 µM]	3%	-1%	-1%	27%	11%	-1	-5%	O=C(/C=C/c1ccc(F)cc1)Nc1cccc(S(=O)(=O)Nc2cccc(C(F)(F)F)c2)c1	3%
3%	-9%	7%	-17%	39%[activator]	0%	-3	-7%	N#CCCN(Cc1cccnc1)C(=S)Nc1ccc(OC(F)F)cc1	-10%
.	-10%	-11%	4%	39%[activator]	-9%	0	-1%	CN(Cc1ccccc1)S(=O)(=O)c1ccc2[nH]c(=O)oc2c1	-1%
-4%[59 µM]	3%	6%	-15%	17%	-22%	1	10%	CCN(CC)S(=O)(=O)c1cc(-c2nnc(Nc3ccc(OC)c(C(N)=O)c3)c3ccccc23)ccc1C	11%
45µM*	-4%	0%	?	?	-33%	-4	-1%	Cn1cccc1-c1nc2ccccc2[nH]1	-19%
6%[59 µM]	0%	4%	11%	20%	-18%	-2	i	CC1(C)CC(=NOC(=O)c2ccccc2)CC(C)(C)N1O	11%
-8%[59 µM]	-4%	7%	1%	22%	-15%	8	-1%	COc1ccc(NC(=O)C2CC(=O)n3ncnc3N2)cc1 (stereo unspecified)	2%
0%[59 µM]	-1%	3%	-6%	24%	-11%	8	-9%	COC(=O)[C@H](Cc1ccccc1)NC(=O)N1CCN(c2ccc(F)cc2)CC1	18%
-5%	-1%	8%	-1%	56%[activator]	-13%	-2	i	Cc1ccc(CN2CCCC(CO)(Cc3ccccc3C)C2)s1 (stereo unspecified)	-9%
21%[12.7 µM]	3%	3%	4%	48%[activator]	-2%	-2	8%	CC(=O)c1ccc(OCC(=O)OC(C)C(=O)NC2CCCCC2C)cc1 (stereo unspecified)	-2%
10µM*	164%	3%	32µM*	?	50µM*	-5	?	Cc1ccc(C(=O)O)cc1-c1ccc(/C=C2/NC(=O)N(c3ccccc3)C2=O)o1	?
22%[2.33 µM]	-1%	-4%	10%	49%[activator]	5%	-4	-6%	Cc1ccsc1C(=O)N(c1nc2ccccc2s1)c1c(C)cccc1C	2%
?	0%	6%	?	-17%	?	2	-3%	O=c1c2ccccc2c(C=NCc2ccccn2)c(O)n1-c1ccccc1Cl	5%
1%[59 µM]	?	-7%	4%	13%	-26%	2	7%	c1ccc(C(c2ccccc2)N2CCN(Cc3nnnn3C3CCCCC3)CC2)cc1	12%
25%	4%	2%	2%	18%	-8%	0	7%	C/C(=C\c1ccc(Br)cc1)C(=O)c1c(C)cc(C)[nH]c1=O	-2%
0%[12.7 µM]	3%	-6%	-8%	6%	-8%	2	-2%	COc1cccc(C(=O)NCCN2CCOCC2)c1	2%
5%	?	40%[activator]	-16%	23%	-30%	1	0%	O=C(NNS(=O)(=O)c1ccc(F)cc1)c1cc2ccccc2cc1O	?
.	2%	-2%	50µM*	17%	-21%	-4	0%	O=C1CS/C(=N/N=C\c2ccn[nH]2)N1	6%
-4%[59 µM]	?	-15%	7%	15%[57 µM]	-2%	-5	.	COc1cccc(-c2nc(SCC(=O)NCc3ccccc3)c3c(=O)n(C)c(=O)n(C)c3n2)c1	-7%
?	0%	1%	?	37%	-29%	5	-1%	CCc1ccc(C(=O)c2cn(CC(=O)Nc3ccc(F)cc3)c3ccc(OC)cc3c2=O)cc1	-13%
-36%	-6%	2%	.	45%[activator]	0%	2	-1%	COc1cccc(C2=NOC(C(=O)Nc3cccnc3Cl)C2)c1 (stereo unspecified)	-3%
?	-5%	3%	-1%	26%	-21%	-11	-2%	COCCCNC(=O)c1ccc(CSCc2ccc(C)cc2)o1	-8%
